# CCR6 antag – blocks CCL20-driven beta-arrestin recruitment at human CCR6 | P51684 | CHO-K1 CCR6 PathHunter beta-arrestin, luminescence, CCL20-stimulated | inhibition, % at 20 µM | hit rate 0.49% among 340,000 | AID 493098;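 active means compounds whose inhibition of the agonist-driven luminescence signal at 20 µM reaches about 50%, limit read from the data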;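 further: cells stimulated with CCL20 at 14 nM final; plate controls were DMSO with CCL20 for no effect and DMSO without agonist for full effect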
# APJ ag – agonists of human APJ apelin receptor. CHO-K1 APJ PathHunter beta-arrestin, luminescence; 0% DMSO wells, 100% apelin. activation, % at 20 µM. hit rate 0.11% among 330,000. AID 2520;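 active means activation more than six SD over the plate average, tested at 20 µM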;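 further: 0% = DMSO alone and 100% = apelin-13 at 10 nM; some results filed as inactive read as strong as hits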
#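 Test system: CHO-K1 APJ beta-arrestin complementation cell line. Amount: cell density 1000 per well. Controls: DMSO negative, 10 nM Apelin-13 positive. Signal: luminescent beta-gal fragment complementation, chemiluminescent substrate. Read-out basis: agonist-driven arrestin binding to APJ. Timing: compound stimulation 90 min at 25 °C, detection 60 min.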
# UBC13 polyUb – blocks human UBC13 polyubiquitin chain formation | P61088 | TR-FRET | inhibition, % at 20 µM | hit rate 0.47% among 330,000 | AID 485273; in the data active means inhibition above about 45%, passing the limit was not always enough
# Target sequence (P61088 whole entry, looked up): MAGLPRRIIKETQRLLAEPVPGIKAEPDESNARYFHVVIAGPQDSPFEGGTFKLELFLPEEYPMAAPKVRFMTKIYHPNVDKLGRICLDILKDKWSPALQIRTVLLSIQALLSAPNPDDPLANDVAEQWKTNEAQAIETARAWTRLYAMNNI
# ATG4B inh – blocks human ATG4B protease cleavage of LC3 substrate; hit rate 0.51% among 340,000; ATG4B cleavage of LC3-PLA2, NBD-HPC fluorescence, 1 h; AID 504462; Q9Y4P1; inhibition, % at 8.33 µM; in the data active means inhibition above about 40%
# Target sequence (Q9Y4P1 whole entry, looked up): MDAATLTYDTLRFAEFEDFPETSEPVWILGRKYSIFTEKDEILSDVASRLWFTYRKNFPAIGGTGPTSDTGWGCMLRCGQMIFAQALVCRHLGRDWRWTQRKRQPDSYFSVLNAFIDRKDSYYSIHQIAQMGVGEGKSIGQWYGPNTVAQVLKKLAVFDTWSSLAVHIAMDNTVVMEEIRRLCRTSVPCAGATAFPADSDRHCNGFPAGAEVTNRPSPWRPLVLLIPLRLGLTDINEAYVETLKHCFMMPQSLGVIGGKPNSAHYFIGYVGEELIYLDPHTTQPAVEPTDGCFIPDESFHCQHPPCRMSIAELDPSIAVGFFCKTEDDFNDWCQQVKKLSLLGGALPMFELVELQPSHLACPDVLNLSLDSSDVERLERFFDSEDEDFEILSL
# CXCR6 inh – CXCR6 (human) receptor inhibition; inhibition, % at 20 µM; CHO-K1 PathHunter CXCR6 beta-arrestin, luminescence; hit rate 0.36% among 360,000; AID 602244; O00574; in the data active means inhibition above about 34%, passing the limit was not always enough;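 further: antagonist mode with CXCL16 agonist at 10 nM final; 0% = 10 nM CXCL16 with DMSO and 100% = unstimulated wells without agonist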
# Gli-Sufu block – antagonists of Gli-Sufu signaling; Sufu-KO-LIGHT fibroblasts, Gli luciferase reporter luminescence; inhibition, % at 5 µM; hit rate 0.74% among 340,000; AID 588413;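 active means inhibition above about 55%, limit read from the data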;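 further: 0% = DMSO-treated cells and 100% = wells with medium but no cells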
# APJ antagonist – blocks the human apelin receptor APJ. hit rate 0.32% among 330,000. P35414. inhibition, % at 20 µM. CHO-K1 APJ beta-arrestin complementation, luminescence;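 active means inhibition above about 40% at 20 µM, limit read from the data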;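 further: cells challenged with 10 nM apelin-13 agonist together with compound; plate controls were apelin-13 plus DMSO wells for no effect and DMSO wells lacking apelin-13 for full effect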
# EBI2 block – EBI2 (human) antagonism; P32249; EBI2 beta-arrestin recruitment, luminescence, 7a,25-OHC stimulated; inhibition, % at 5 µM; hit rate 0.81% among 360,000; AID 651636; in the data active means inhibition above about 38%;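 further: enzyme fragment complementation signal reports receptor beta-arrestin coupling in cells; 0% = agonist plus DMSO wells and 100% = wells without agonist; some results beyond the cut were filed as inactive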
# Target sequence (P32249 whole entry, looked up, the tested form may be a part): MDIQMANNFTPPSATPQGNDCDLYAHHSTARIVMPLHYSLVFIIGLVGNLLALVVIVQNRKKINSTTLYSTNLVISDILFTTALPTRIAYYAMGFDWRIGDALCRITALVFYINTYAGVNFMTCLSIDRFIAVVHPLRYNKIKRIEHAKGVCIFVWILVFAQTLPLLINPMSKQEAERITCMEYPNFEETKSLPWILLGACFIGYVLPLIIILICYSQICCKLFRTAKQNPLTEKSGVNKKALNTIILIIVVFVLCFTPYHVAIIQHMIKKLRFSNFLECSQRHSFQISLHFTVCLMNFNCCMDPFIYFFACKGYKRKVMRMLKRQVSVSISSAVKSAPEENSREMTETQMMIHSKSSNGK
# * = called active by the depositor; . = no result given. Compounds were not picked by outcome (roughly 3% active in at least one column).
SMILES	CCR6 antag	APJ ag	UBC13 polyUb	ATG4B inh	CXCR6 inh	Gli-Sufu block	APJ antagonist	EBI2 block
Cc1ccccc1OCc1occc1C(=O)Nc1cccc(-n2cnnn2)c1	28	6	7	-12	-8	-11	-13	10
COc1ccc(NC(=O)CSc2nc3ccccc3c(=O)n2CCCO)cn1	2	-3	2	-4	-2	0	9	-20
[N-]=[N+]=NCCN1CCN(Cc2ccccc2)CCC1=O	2	5	6	-17	-5	1	6	8
NC(N)=N/N=C(\N=Nc1ccccc1)c1ccc(Cl)cc1	63*	.	.	-4	12	-23	.	2
COc1cc2c(cc1OC)CN(C(=O)CN1CCN(S(=O)(=O)c3ccc(C)c(C)c3)CC1)CC2	6	2	2	-14	-12	7	-8	0
O=C(NCc1ccc(F)cc1)C1CCCN1S(=O)(=O)c1ccccc1C(F)(F)F (configuration not stated)	-5	-5	20	-55	8	4	23	8
COc1ccc(/C=C2\SC(=S)N(CCC(=O)N(CCO)c3ccccc3)C2=O)cc1OC	10	-1	-7	-6	3	11	7	-8
O=C(COC(=O)c1cnccn1)NCc1ccc2c(c1)OCO2	-1	-3	-7	-6	1	-7	-8	-6
O=C(Cn1cnc2c(OCc3ccccc3)ncnc21)NCCc1c[nH]c2ccccc12	11	-3	17	-4	7	-9	-7	6
O=C(Nc1ccc2c(c1)OCCO2)c1cccc(Cl)c1Cl	19	0	-6	1	-3	-78	-8	5
COc1ccc(S(=O)(=O)N2CCCC(C(=O)N3CCOCC3)C2)cc1Cl (configuration not stated)	-9	-1	0	1	1	-5	2	-14
Cc1oc(S(=O)(=O)N(C)C)cc1C(=O)Nc1ccc(Cl)cc1	15	-3	3	-3	-7	1	-1	8
CC(=O)NCC(=O)NC(C(=O)Nc1ccc2c(c1)OCCO2)c1ccc(C)cc1 (configuration not stated)	3	1	1	3	1	-12	12	1
OCC(O)C1OC(Nc2ccc(Cl)cc2)C(O)C1O (configuration not stated)	10	-5	3	-4	-6	-5	-2	3
CCCCc1ccc(NC(=O)CSc2nc(=O)n(CCN(C)C)c3c2CCC3)cc1	13	-3	14	-5	12	19	10	3
COc1ccc(NC2CCCCC2NS(=O)(=O)c2ccc(C)cc2)cc1 (configuration not stated)	12	-3	0	-2	9	-4	-4	3
CC(C)=NOc1nc(N(C)C)nc(N(C)C)n1	6	1	-1	0	-9	10	3	-4
Nc1ccc(CCc2ccc(N)cc2)cc1	1	-2	2	-5	7	-9	-4	-3
O=c1[nH][nH]cc1C=Nc1ccc(Cl)cc1Cl	-7	-3	-15	8	-11	5	-7	-13
CC(=O)c1cnc2ncnn2c1C	4	-2	6	26	2	8	-9	2
CCOC(=O)c1ccc(NC(=S)N2CCN(S(C)(=O)=O)CC2)cc1	7	-4	-7	-1	3	4	1	3
O=C(NCCN1C(=O)S/C(=C\c2ccccc2F)C1=O)C1CC(=O)N(Cc2ccccc2)C1 (configuration not stated)	12	-1	-7	-13	-9	5	5	-2
Cc1cccc(OP(=O)(Nc2c(C)n(C)n(-c3ccccc3)c2=O)Oc2cccc(C)c2)c1	12	-2	6	-4	3	1	-12	-5
Cc1ccc(CCNC(=O)c2ccc(CS(=O)(=O)Cc3ccccc3F)o2)cc1	0	-4	1	5	-5	-4	1	14
COc1cccc(NC(=O)C2CCCN2C(=O)Nc2ccccc2)c1 (configuration not stated)	-2	1	5	4	-4	11	1	-2

# 3 entries picked at random from the list so far, as already listed:
SMILES	CCR6 antag	APJ ag	UBC13 polyUb	ATG4B inh	CXCR6 inh	Gli-Sufu block	APJ antagonist	EBI2 block
CCCCc1ccc(NC(=O)CSc2nc(=O)n(CCN(C)C)c3c2CCC3)cc1	13	-3	14	-5	12	19	10	3
Cc1ccccc1OCc1occc1C(=O)Nc1cccc(-n2cnnn2)c1	28	6	7	-12	-8	-11	-13	10
O=C(Cn1cnc2c(OCc3ccccc3)ncnc21)NCCc1c[nH]c2ccccc12	11	-3	17	-4	7	-9	-7	6

# Continued:
SMILES	CCR6 antag	APJ ag	UBC13 polyUb	ATG4B inh	CXCR6 inh	Gli-Sufu block	APJ antagonist	EBI2 block
COC(=O)c1ccc(N=NNc2cccc(Br)c2)cc1	9	.	.	-6	-2	-118	.	-9
O=C(CCN1CCN(S(=O)(=O)c2ccc(Br)cc2)CC1)Nc1ccccc1F	10	1	-3	-18	7	6	-14	14
Cc1cc(N2CCOCC2)nc2ccc(NC(=S)NC(C)C)cc12	7	-3	-4	-1	-2	4	-12	-5
Cc1ccccc1CN1C(=O)Nc2ccccc2C(=O)N1C(C)(C)C	5	-1	-6	-9	-6	-16	-4	8
CCCn1cc(S(=O)(=O)c2ccc(Cl)cc2)c(=O)c2cc(OC)ccc21	20	0	-5	-9	-8	10	9	-12
Cc1ccccc1-c1cc(C(=O)O)n(CC2CC(c3cccnc3)=NO2)n1 (configuration not stated)	4	-2	0	3	-1	-12	10	-2
Cc1[nH]n(-c2ccccc2)c(=O)c1N=Nc1ccccc1C(=O)N1CCOCC1	22	2	-23	0	18	6	19	-5
Cc1cc(C)c(NC(=O)Cn2nnc(C(=O)NCc3ccc4c(c3)OCO4)c2N)c(C)c1	3	2	-9	-9	-7	-16	14	-4
COc1nc(NC2CCCCC2)nc(NC(C)(C)C)n1	17	-2	4	-6	0	-33	-16	6
COc1ccc(NC(=O)c2cccs2)cc1NC(=O)c1ccco1	5	-4	2	-10	8	-3	-1	-6
COCCN=c1scc(-c2cc(OC)ccc2OC)n1/N=C/c1c[nH]c2ccccc12	-7	0	12	-21	-4	2	1	8
CCn1c(CCNC(=O)c2ccc(OC)cc2)nnc1SCC(=O)Nc1ccccc1F	0	2	20	-42	6	-7	0	4
Cc1cccc(N(C(=O)c2csnn2)C(C(=O)NC(C)(C)C)c2ccncc2)c1 (configuration not stated)	-4	-2	3	-12	5	-1	-3	-21
CCc1ccc(CN(C)C(=O)c2cccc(S(=O)(=O)Nc3ccccc3OC)c2)cc1	8	2	-3	-1	0	5	17	-1
CN(Cc1ccccc1)C(=O)CCCn1c(=O)c2cccn2c2cccnc21	2	-1	2	-2	3	-8	-18	-6
CC(=O)N1CCN(C(=O)c2ccc(C)c(S(=O)(=O)N3CCCCC3)c2)CC1	0	-2	-2	-2	-1	-1	-5	5
Cc1ccc(-n2ccn(CC(=O)NCCc3ccccc3)c(=O)c2=O)cc1C	-1	-9	-9	4	-2	-12	19	2
O=[N+]([O-])c1ccc2n[nH]nc2c1	12	-3	4	-9	-1	-7	4	-7
CCCc1nc(Nc2nc3ccccc3o2)nc(C)c1C(=O)OCC	18	-3	20	2	4	-97	21	-1
CC(NC(=O)Nc1ccc(F)cc1F)c1ccncc1 (configuration not stated)	5	-1	12	-3	3	-1	9	-13
C=CCC1C=CCC(CC=C)N1C(=O)c1ccccc1[N+](=O)[O-] (configuration not stated)	18	-2	10	-6	3	-1	9	2
COc1ccc(C2C3=C(CC(C)(C)CC3=O)Oc3ncn(Cc4ccco4)c(=N)c32)cc1 (configuration not stated)	23	0	-4	-3	7	0	-3	-9
O=C(Nc1nnc(C2CC2)s1)c1ccncc1	16	0	-9	13	-17	-31	-5	1
Cc1ccc(/C(N)=N/OC(=O)Cc2cccs2)cc1	-5	-1	2	9	-3	-85	17	-7
Cc1ccc(Oc2ncccc2/C=N/OCc2ccc(Cl)cc2Cl)cc1	2	-4	-1	-8	8	-4	29	20
N/C(=N\NC(=O)c1ccc(F)cc1)c1cc2ccccc2oc1=O	18	-3	-4	1	8	-10	11	-6
CC(=O)Oc1ccccc1N(C(C)=O)S(=O)(=O)c1ccc(C)cc1	-2	0	-3	-2	-9	-7	-5	4
CN(Cc1ccccc1)C(=O)CCSc1nc(-c2ccc3c(c2)OCO3)cc(C(F)(F)F)n1	20	-2	46*	6	6	18	17	11
COc1cccc(C2C(C(=O)c3ccco3)=C(O)C(=O)N2CCCN2CCOCC2)c1OC (configuration not stated)	0	.	.	33	2	0	.	6
Cc1cc(NC(=O)C2CCN(C(=O)c3ccco3)CC2)ccc1Br	2	6	-9	-9	-1	-14	-58	7
COCC(C)n1c(SCC(=O)Nc2c(C)n(C)n(-c3ccccc3)c2=O)nc2ccccc2c1=O (configuration not stated)	-8	-2	16	-5	-6	-8	2	10
CSc1ncccc1C(=O)OCC(=O)NC(C)CCc1ccccc1 (configuration not stated)	13	-2	9	-7	-2	4	1	-7
O=C(NC1CCN(C(=O)NCc2ccccc2)CC1)c1ccc(F)cc1	-3	-1	3	0	-1	15	11	11
CCOc1ccccc1NC(=O)Cc1coc2ccc(C)cc12	9	-1	10	-10	-10	8	2	9
Cc1ccc(-n2nc3c(=O)n(C(C)C(=O)NCCCc4ccccc4)nc(C)c3c2C)cc1 (configuration not stated)	18	0	-2	2	8	16	-6	-7
Cc1ccc(NC(=O)CNC(=O)c2ccco2)cc1	6	-3	-8	0	10	-21	12	0
N#C/C(=C\c1c(Cl)cccc1Cl)c1nn(-c2ccccc2)c(-n2cccc2)c1C#N	12	-5	0	5	-5	12	11	9
O=C(c1ccc2oc(CCCc3ccccc3)nc2c1)N1CCCCC1CO (configuration not stated)	10	-5	8	-3	10	-50	32	-1
CCC(C)NCCOCCOc1ccc(C)cc1Br (configuration not stated)	-18	-5	10	-1	6	0	33	1
CCN1CCN(CC(=O)Nc2ccc(C)c(Br)c2)CC1	8	0	7	3	2	10	14	-7
COc1cccc(N(C(=O)c2snc(C(N)=O)c2N)C(C(=O)NCC2CCCO2)c2ccc3ncccc3c2)c1 (configuration not stated)	3	-3	29	0	-5	-3	-5	12

# An excerpt of these results, with each value named:
> Cc1ccc(NC(=O)CNC(=O)c2ccco2)cc1
- CCR6 antag: 6
- APJ ag: -3
- UBC13 polyUb: -8
- ATG4B inh: 0
- CXCR6 inh: 10
- Gli-Sufu block: -21
- APJ antagonist: 12
- EBI2 block: 0
> Cc1ccc(-n2nc3c(=O)n(C(C)C(=O)NCCCc4ccccc4)nc(C)c3c2C)cc1 (configuration not stated)
- CCR6 antag: 18
- APJ ag: 0
- UBC13 polyUb: -2
- ATG4B inh: 2
- CXCR6 inh: 8
- Gli-Sufu block: 16
- APJ antagonist: -6
- EBI2 block: -7
> COc1cccc(C2C(C(=O)c3ccco3)=C(O)C(=O)N2CCCN2CCOCC2)c1OC (configuration not stated)
- CCR6 antag: 0
- APJ ag: .
- UBC13 polyUb: .
- ATG4B inh: 33
- CXCR6 inh: 2
- Gli-Sufu block: 0
- APJ antagonist: .
- EBI2 block: 6
> CC(=O)Oc1ccccc1N(C(C)=O)S(=O)(=O)c1ccc(C)cc1
- CCR6 antag: -2
- APJ ag: 0
- UBC13 polyUb: -3
- ATG4B inh: -2
- CXCR6 inh: -9
- Gli-Sufu block: -7
- APJ antagonist: -5
- EBI2 block: 4

# Screens as filed in PubChem BioAssay.
